LYPLA2 inh – LYPLA2 inhibitors, primary screen, counter-screen for PME1 inhibitor project, biochemical, fluorescence polarization, FP-Rh probe ABPP; recombinant LYPLA2; inhibition, % at 5.9 µM; actives 0.38% (n = 320,000); AID 2177, 2009;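 active = inhibition above the screen-wide mean plus 3 SD, limit set per campaign, cut at about 26% in these data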;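 also: 0% = LYPLA2 with DMSO and 100% = wells lacking LYPLA2 enzyme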
Target sequence (O95372 whole entry, looked up): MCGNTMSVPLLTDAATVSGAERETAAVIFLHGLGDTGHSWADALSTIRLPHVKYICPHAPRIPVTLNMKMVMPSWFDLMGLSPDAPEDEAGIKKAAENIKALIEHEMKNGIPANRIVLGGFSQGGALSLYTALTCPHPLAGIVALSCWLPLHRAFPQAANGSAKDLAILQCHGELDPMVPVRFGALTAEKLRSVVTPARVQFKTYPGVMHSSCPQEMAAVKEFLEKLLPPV
Efflux pump mplx – inhibitors of Candida efflux pumps in yeast, primary screen, S. cerevisiae, Nile Red, multiplex; S. cerevisiae Candida pump triplex; inhibition, % at 10 µM; actives 0.44% (n = 330,000); AID 485275, 2010;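 active = plate passing quality check with inhibition over a set limit, or well fluorescence over plate mean plus 4 SD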;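 also: Nile Red retained in pooled yeast measured as flow cytometry median fluorescence; 0% = buffer negative control and 100% = Enniatin B positive control; higher means more Nile Red kept so more efflux inhibition; some compounds called inactive have numbers as strong as hits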
PP1 inh – PP1-alpha phosphatase inhibitors, primary screen, counter-screen for PP5 inhibitor project, biochemical, fluorescence, OMFP substrate, single point; Serine/threonine-protein phosphatase PP1-alpha catalytic subunit (Homo sapiens), P62136; purified PP1alpha; inhibition, % at 6.7 µM; actives 0.9% (n = 320,000);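 active = inhibition above the mean inhibition of all tested compounds plus 3 SD, computed separately for each screening campaign, cut at about 15% in these data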
PREPL inhibitor – PREPL enzyme inhibitors, primary screen, biochemical, fluorescence polarization. inhibition, % at 5.96 µM. actives 0.68% (n = 320,000). AID 2751, 2010. recombinant PREPL, fluorescence polarization activity-based probe; in the data active = inhibition above about 43%;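 also: 0% = enzyme with DMSO and 100% = wells lacking enzyme; many of its hits are not listed in these tables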
Target sequence (Q4J6C6 whole entry, looked up): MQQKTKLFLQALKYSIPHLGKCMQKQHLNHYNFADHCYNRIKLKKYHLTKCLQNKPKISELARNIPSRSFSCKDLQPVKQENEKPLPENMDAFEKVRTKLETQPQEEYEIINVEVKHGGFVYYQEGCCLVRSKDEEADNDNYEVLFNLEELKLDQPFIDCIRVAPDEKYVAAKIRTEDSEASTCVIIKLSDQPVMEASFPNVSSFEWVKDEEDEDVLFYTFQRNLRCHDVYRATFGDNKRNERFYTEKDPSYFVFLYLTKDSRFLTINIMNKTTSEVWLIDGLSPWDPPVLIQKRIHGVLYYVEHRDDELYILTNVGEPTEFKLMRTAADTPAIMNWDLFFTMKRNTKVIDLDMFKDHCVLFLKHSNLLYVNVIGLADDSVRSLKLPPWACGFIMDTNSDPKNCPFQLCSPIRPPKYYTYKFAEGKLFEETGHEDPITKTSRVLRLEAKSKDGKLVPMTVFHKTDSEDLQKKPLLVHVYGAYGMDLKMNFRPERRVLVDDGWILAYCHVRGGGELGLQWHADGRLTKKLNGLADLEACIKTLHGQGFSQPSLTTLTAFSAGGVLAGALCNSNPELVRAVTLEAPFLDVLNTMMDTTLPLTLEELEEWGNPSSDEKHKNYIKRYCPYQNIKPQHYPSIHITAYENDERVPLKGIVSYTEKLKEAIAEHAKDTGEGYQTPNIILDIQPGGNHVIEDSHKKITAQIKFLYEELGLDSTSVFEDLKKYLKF
TPT1 inh – Candida albicans TPT1 enzyme inhibitors, primary screen, biochemical, fluorescence polarization | tRNA 2'-phosphotransferase TPT1 (Candida albicans SC5314) | AID 1962, 2009 | recombinant caTPT1, FP RNA substrate dephosphorylation | actives 0.81% (n = 300,000) | inhibition, % at 5 µM;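 active = inhibition above the mean of all tested compounds plus 3 SD, set per screening campaign, cut at about 24% in these data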;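 also: plate controls were DMSO alone for no effect and ferristatin control at 100 nM for full effect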
PP5 inh – PP5 phosphatase inhibitors, primary screen, biochemical, fluorescence | Serine/threonine-protein phosphatase 5 (Homo sapiens), P53041 | purified PP5c, OMFP substrate fluorescence | inhibition, % at 6.7 µM | actives 0.18% (n = 320,000);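 active = inhibition above the campaign's mean inhibition across all tested compounds plus 3 SD, cut at about 9.5% in these data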;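 also: 0% = DMSO only and 100% = 100 µM cantharidin control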
Fh CTSL1 inh – Fasciola hepatica cathepsin L1 inhibitors, primary screen, counter-screen for PFM18AAP inhibitor project, biochemical, QFRET, fluorogenic peptide substrate; recombinant F. hepatica cathepsin L1, Z-Leu-Arg-MCA fluorescence; inhibition, % at 5.96 µM; actives 0.49% (n = 300,000);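 active = inhibition above the mean of all tested compounds plus 3 SD, set per screening campaign, cut at about 17% in these data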;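 also: 0% = plate median of test compound wells and 100% = 1 µM Z-Phe-Ala-diazomethylketone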
GASC-1 inh – inhibitors of GASC-1 histone demethylase, primary screen, biochemical, fluorescence, DELFIA europium | Lysine-specific demethylase 4C (Homo sapiens), Q9H3R0 | GST-JMJD2C(1-420) H3K9me3 demethylation | inhibition, % at 2.35 µM | actives 0.069% (n = 330,000);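 active = more than half of a compound's replicate wells show inhibition beyond 50%, single wells judged on their own value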;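 also: signal counts dimethyl H3K9 product captured on neutravidin plate; 0% = median of DMSO wells and 100% = 0.3 times that DMSO median; strong numbers were not always called active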
HCV core dimer – inhibitors of HCV core protein dimerization, primary screen, biochemical, TR-FRET, high-throughput; inhibition, % at 5 µM; TR-FRET GST/Flag-core106 dimerization, 1536-well; AID 1899, 2009; actives 0.33% (n = 300,000);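 active = inhibition above the mean of all tested compounds plus 3 SD, set per screening campaign, cut at about 45% in these data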
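test system = GST/Flag-tagged HCV core106 proteins | probe or stimulus = Eu donor and XL665 acceptor anti-tag antibodies | times = compound-protein-antibody incubation 4 h at 22.5 °C | signal = TR-FRET, excitation 340 nm, emission 617 and 671 nm | measure = percent inhibition of core106 dimerization signal | controls = wells lacking GST-core106 and wells with excess unlabelled core106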
Active calls of the source: *; . = not tested or not shown. A portion of the library, so the mix of outcomes need not match the whole.

SMILES | LYPLA2 inh | Efflux pump mplx | PP1 inh | PREPL inhibitor | TPT1 inh | PP5 inh | Fh CTSL1 inh | GASC-1 inh | HCV core dimer
CCCS(=O)(=O)N1CCN(C(=O)COc2ccc(-c3ccccc3)cc2)CC1 | 11 | 0.0 | -6 | 16 | -3 | 1.8 | -1 | 0 | 9
CCN1CCN(C(=O)c2ccc(C)c(S(=O)(=O)Nc3cccc(C)c3)c2)CC1 | -2 | 0.1 | -6 | -5 | 3 | 2.1 | -1 | 18 | 6
Cc1cc(NC(=O)CSCC(=O)OCC(=O)Nc2cc(C)c(C)cc2[N+](=O)[O-])no1 | 10 | 0.0 | -3 | 23 | -4 | 0.3 | -34 | 8 | 7
CN1CCN(C(=O)CSc2nc(-c3ccco3)cc(C(F)(F)F)n2)CC1 | -1 | -0.1 | -1 | -1 | 0 | 2.1 | -2 | 5 | -2
CCOc1cccc(/C(O)=C2/C(=O)C(=O)N(CCN3CCOCC3)C2c2cccnc2)c1 (stereo not given) | -7 | -0.1 | -2 | -2 | 5 | 2.2 | -2 | 3 | -1
CCCN(CCC)C(=S)NC(=O)c1ccc(Cl)cc1Cl | 2 | 0.1 | 1 | 18 | -1 | 0.9 | 2 | 27 | -1
O=C(NC1CCC(O)CC1)C1CCN(S(=O)(=O)c2c(Cl)cccc2Cl)CC1 (stereo not given) | -3 | 0.2 | -1 | 12 | . | 0.8 | . | . | .
Cc1ccc(-c2noc(CC(c3ccccc3)c3ccccc3)n2)cc1 | 0 | -0.2 | 0 | 5 | -1 | 3.8 | 1 | 10 | 1
Cc1ccc(O)c(NC(=S)NC(=O)COc2ccc(Br)cc2)c1 | -2 | 0.1 | -2 | 0 | 0 | 0.0 | 1 | -5 | -1
CCOc1ccc(-c2csc(C3COc4ccccc4O3)n2)cc1 (stereo not given) | 5 | 0.2 | -6 | 5 | 5 | 3.0 | -3 | -3 | -5
O=C(NC12CC3CC(CC(C3)C1)C2)c1ccc(-c2ccc(Br)cc2)o1 | -16 | 0.5 | 3 | 1 | 1 | 5.1 | -8 | 14 | -3
O=C(NCc1ccc(F)cc1)N1CCN(C(=O)c2ccccc2)CC1 | 4 | -0.3 | -5 | 4 | . | 0.4 | . | . | .
Cc1ccc(NC(=O)Cn2c(=O)oc3cc(S(=O)(=O)N4CCC(C)CC4)ccc32)cc1C | -8 | 0.2 | 8 | -11 | -2 | 1.3 | 0 | 6 | 24
O=C(c1cc(F)ccc1F)C1CCCN(Cc2cccn2-c2ccccn2)C1 (stereo not given) | 5 | 0.0 | -1 | 23 | -4 | -1.4 | 1 | 10 | -1
Cc1cc(N2CCN(C)CC2)nc2ccc(NC(=O)CCC(=O)NCCC3=CCCCC3)cc12 | 4 | 0.2 | 7 | 15 | -2 | 1.4 | 0 | . | 0
CCN(c1ccccc1)S(=O)(=O)c1nnc(NC(=O)CC(C)C)s1 | 5 | 1.5 | 1 | 7 | 1 | 1.4 | -3 | -13 | -3
Cn1c(=O)[nH]c(=O)c2c1nc(N1CCOCC1)n2CCCSc1ncccn1 | 2 | -0.2 | -2 | 15 | -1 | -0.5 | -2 | 7 | 0
C=CCNC(=O)c1onc(CSc2ccc(C)c(C)c2)c1C(=O)O | 0 | . | 3 | 8 | -1 | 1.4 | 2 | 3 | 2
Cc1ccc(C(=O)Nc2cccc(C(F)(F)F)c2)cc1NC(=O)c1ccno1 | -6 | -0.2 | -2 | -3 | -1 | 3.8 | 2 | 25 | 1
CCN(C(=O)CN1CCN(S(=O)(=O)c2cc(Cl)ccc2Cl)CC1)c1c(N)n(Cc2ccccc2)c(=O)[nH]c1=O | -5 | 0.2 | 0 | 64* | 1 | 0.7 | -2 | -4 | -6
O=C(C(=O)N1CCN(c2cccc(Cl)c2)CC1)N1CCCCC1 | 2 | 0.1 | 2 | 0 | -2 | 2.3 | -3 | 14 | -4
COc1cccc(/C=N/NC(=O)CSCC(=O)Nc2ccccc2)c1O | -9 | -0.1 | -7 | -2 | 2 | 0.5 | 8 | 10 | -6
Cc1ccc(OCCSc2ncnc3sc(C)c(C)c23)cc1C | -1 | -0.4 | -7 | 1 | 0 | 1.8 | 11 | 0 | 1
CC(C(=O)c1ccc(Br)cc1)[n+]1cccc(NC(=O)c2ccccc2)c1 (stereo not given) | -5 | 0.0 | 0 | -16 | 1 | -1.6 | -6 | -13 | -5
FC(F)c1nnc2ccc(Cl)nn12 | 0 | -0.2 | 2 | 12 | -1 | -1.9 | 3 | -5 | 3
Cc1ccc(CNC(=O)c2ccc(C)c(S(=O)(=O)N3CCCCC3)c2)cc1 | 2 | 0.6 | -2 | 11 | . | -0.3 | . | 3 | .
Cc1cc(C)n2nc(C(=O)N/N=C/c3c4ccccc4cc4ccccc34)nc2n1 | -12 | -0.1 | 0 | 21 | 6 | -0.8 | 1 | 11 | -11
Cc1cc(Br)cc(C)c1NC(=O)c1ccccc1[N+](=O)[O-] | 1 | 0.1 | 4 | -7 | -1 | 2.7 | 0 | -3 | -1
CCC(C)c1ccccc1OCCCCN1CCCC1 (stereo not given) | 11 | 0.1 | 1 | -31 | -5 | -1.2 | 1 | -1 | -7
COc1ccc(CCn2c(C)cc(C(=O)CSc3nnnn3-c3ccccc3)c2C)cc1OC | 7 | 0.2 | 0 | -7 | -2 | 3.9 | -2 | -7 | 4
O=S(=O)(Nc1ccc(-c2ccc(N3CCOCC3)nn2)cc1)c1cc(Cl)ccc1Cl | 11 | 0.3 | -2 | -9 | 4 | 4.4 | 3 | -2 | 6
O=C(Nc1nccs1)c1ccc(S(=O)(=O)NCC2CCCCC2)cc1 | -9 | 0.1 | 3 | -19 | -3 | 2.2 | 2 | 2 | 1
O=C(CN(Cc1ccccc1)C(=O)CCC(=O)Nc1ccccn1)NCc1ccc(F)cc1 | 2 | -0.2 | 2 | 10 | -3 | 1.5 | 5 | 4 | -18
O=C(c1ccco1)N1CCN(C(c2ccc(Cl)cc2)c2nnnn2Cc2ccccc2)CC1 (stereo not given) | 2 | 0.0 | 2 | 17 | -2 | 1.8 | -1 | 2 | 18
O=C(NC1CCC(O)CC1)c1ccc(-c2ccc([N+](=O)[O-])cc2)o1 (stereo not given) | 6 | 0.0 | 6 | 19 | 2 | -0.6 | 9 | 10 | 33
CC(C)CCN(C(=O)C1CCCC1)c1c(N)n(Cc2ccccc2)c(=O)[nH]c1=O | -3 | -0.3 | -2 | 20 | . | 3.1 | . | 12 | .
Cc1cccc(NC2=NCC(=O)N2Cc2cccs2)c1 | 9 | 0.0 | -2 | -8 | 1 | 3.4 | -1 | 1 | -4
COc1cccc(/C=N/NC(=O)c2cc(-c3cccn3C)n[nH]2)c1 | -27 | -0.1 | 3 | 13 | 1 | 1.3 | 0 | -2 | 17
Nc1nc(Cl)cc(=O)n1Cc1ccc(Cl)cc1 | 2 | 0.1 | -5 | 6 | -2 | -1.3 | 5 | 20 | 1
COCCn1nnnc1C(c1ccccc1OC)N1CCN(c2ccccc2)CC1 (stereo not given) | 4 | 0.1 | -1 | 3 | 2 | -0.4 | 3 | 7 | 1

Quoted at random: six records from the list, in no set order.
SMILES | LYPLA2 inh | Efflux pump mplx | PP1 inh | PREPL inhibitor | TPT1 inh | PP5 inh | Fh CTSL1 inh | GASC-1 inh | HCV core dimer
COc1ccc(CCn2c(C)cc(C(=O)CSc3nnnn3-c3ccccc3)c2C)cc1OC | 7 | 0.2 | 0 | -7 | -2 | 3.9 | -2 | -7 | 4
Cc1ccc(-c2noc(CC(c3ccccc3)c3ccccc3)n2)cc1 | 0 | -0.2 | 0 | 5 | -1 | 3.8 | 1 | 10 | 1
O=C(Nc1nccs1)c1ccc(S(=O)(=O)NCC2CCCCC2)cc1 | -9 | 0.1 | 3 | -19 | -3 | 2.2 | 2 | 2 | 1
O=C(NC12CC3CC(CC(C3)C1)C2)c1ccc(-c2ccc(Br)cc2)o1 | -16 | 0.5 | 3 | 1 | 1 | 5.1 | -8 | 14 | -3
CCN(C(=O)CN1CCN(S(=O)(=O)c2cc(Cl)ccc2Cl)CC1)c1c(N)n(Cc2ccccc2)c(=O)[nH]c1=O | -5 | 0.2 | 0 | 64* | 1 | 0.7 | -2 | -4 | -6
O=C(NCc1ccc(F)cc1)N1CCN(C(=O)c2ccccc2)CC1 | 4 | -0.3 | -5 | 4 | . | 0.4 | . | . | .

Remaining list, next part
SMILES | LYPLA2 inh | Efflux pump mplx | PP1 inh | PREPL inhibitor | TPT1 inh | PP5 inh | Fh CTSL1 inh | GASC-1 inh | HCV core dimer
COc1cc(CCC(=O)OCC(=O)c2ccc[nH]2)cc(OC)c1OC | 6 | -0.1 | 2 | 1 | . | 4.1 | . | -2 | .
CC1CCN(C(=O)CC#N)CC1 | -1 | 0.1 | -5 | 18 | 3 | 1.5 | -5 | -22 | -8
Cc1cccc(C)c1N=C1NN=C(c2ccccc2F)CS1 | 0 | -9.9 | 4 | 12 | 2 | 1.5 | 6 | 3 | 8
Cc1ccc(C(=O)O/N=C(\N)c2ccc(Br)cc2)cc1C | 4 | -0.1 | -1 | -3 | -5 | 0.6 | 2 | -5 | 3
COc1cc(/C=C2\CC/C(=C\c3cc(OC)c(OC)c(OC)c3)C2=O)cc(OC)c1OC | -2 | 0.0 | -1 | 9 | 39* | 4.0 | 0 | -3 | 7
O=C(NCc1ccc2c(c1)OCO2)C12CC3CC(CC(C3)C1)C2 | -3 | -0.1 | -4 | 4 | -1 | 1.9 | -5 | -2 | -1
Oc1c(CN2CCN(c3ccccc3)CC2)cc(Br)c2cccnc12 | -1 | -0.1 | 29* | 28 | 1 | 5.3 | 8 | -14 | 0
CCOc1ccc(-c2nc(CN3CCCC(C(=O)N4CCOCC4)C3)c(C)o2)cc1 (stereo not given) | 7 | -0.1 | 1 | 4 | 2 | 2.2 | 0 | -16 | 1
O=C(O)Cn1cc(F)c(=O)[nH]c1=O | -5 | 0.0 | -4 | 11 | 2 | -0.2 | -3 | 3 | -3

Structural class: the compounds so far containing a nitro group on carbon
SMILES | LYPLA2 inh | Efflux pump mplx | PP1 inh | PREPL inhibitor | TPT1 inh | PP5 inh | Fh CTSL1 inh | GASC-1 inh | HCV core dimer
Cc1cc(NC(=O)CSCC(=O)OCC(=O)Nc2cc(C)c(C)cc2[N+](=O)[O-])no1 | 10 | 0.0 | -3 | 23 | -4 | 0.3 | -34 | 8 | 7
Cc1cc(Br)cc(C)c1NC(=O)c1ccccc1[N+](=O)[O-] | 1 | 0.1 | 4 | -7 | -1 | 2.7 | 0 | -3 | -1
O=C(NC1CCC(O)CC1)c1ccc(-c2ccc([N+](=O)[O-])cc2)o1 (stereo not given) | 6 | 0.0 | 6 | 19 | 2 | -0.6 | 9 | 10 | 33

Source: PubChem
